PHOSPHO1 block – PHOSPHO1 (human) inhibition; Q8TCT1; recombinant PHOSPHO1, absorbance phosphatase assay; inhibition, % at 13.3 µM; actives 1.1% (n = 290,000); in the data active means inhibition above about 60%
Target sequence (Q8TCT1 whole entry, looked up): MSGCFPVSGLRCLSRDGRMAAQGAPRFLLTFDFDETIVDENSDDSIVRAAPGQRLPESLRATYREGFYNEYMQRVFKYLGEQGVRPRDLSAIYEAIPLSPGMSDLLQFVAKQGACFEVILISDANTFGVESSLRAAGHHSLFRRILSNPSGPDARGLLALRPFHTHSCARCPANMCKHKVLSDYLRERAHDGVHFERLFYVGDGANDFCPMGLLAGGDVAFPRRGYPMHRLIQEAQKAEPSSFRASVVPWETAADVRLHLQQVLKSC
MEKK2 mut-MEK5 – signal of MEK5 binding to mutant human MEKK2 PB1 domain; bead flow cytometry, Alexa488-MEK5 binding to MEKK2 mutant; percent response, % at 10 µM; actives 0.35% (n = 290,000); in the data active means percent response above about 24%, passing the limit was not always enough; further: inactives centre near 1; some results filed as inactive read as strong as hits; reference of the scale not given here
M18AAP inhibitor – PfM18AAP enzyme inhibition; recombinant PfM18AAP, H-Glu-NHMec fluorogenic cleavage; inhibition, % at 7.35 µM; actives 1.2% (n = 290,000); AID 1822;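 active means inhibition above the campaign mean inhibition over all tested compounds plus 3 SD, cut at about 28% in these data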;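 further: 0% = plate median of test compound wells and 100% = 2 mM ZnCl2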
MEKK2 WT-MEK5 – raises or lowers MEK5 binding to wildtype human MEKK2 PB1 domain | bead flow cytometry, Alexa488-MEK5 binding to MEKK2 WT; actives lie on both sides | AID 1531 | binding response (% of control), % at 10 µM | actives 1.1% (n = 290,000); in the data active means binding response below about 67% or above about 130%
GPR7 antag – human neuropeptides B/W receptor 1 antagonism | P48145 | actives 1.1% (n = 290,000) | inhibition, % at 4.4 µM | GPR7-expressing cells, fluorescence antagonist assay | AID 1861; in the data active means inhibition above about 16%, passing the limit was not always enough;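 further: cells stimulated with the agonist NPW; 0% = agonist with vehicle and 100% = vehicle without agonist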
Target sequence (P48145 whole entry, looked up): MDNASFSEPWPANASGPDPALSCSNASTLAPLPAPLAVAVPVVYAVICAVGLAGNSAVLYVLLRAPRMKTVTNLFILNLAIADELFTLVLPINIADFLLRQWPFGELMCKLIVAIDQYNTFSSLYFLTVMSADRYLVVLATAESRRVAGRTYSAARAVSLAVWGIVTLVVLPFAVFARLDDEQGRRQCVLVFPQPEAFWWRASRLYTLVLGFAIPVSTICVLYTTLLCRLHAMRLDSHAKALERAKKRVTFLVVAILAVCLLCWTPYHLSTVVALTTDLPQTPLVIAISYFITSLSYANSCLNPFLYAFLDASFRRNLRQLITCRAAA
MEKK3 PB1 HTS – modulators (inhibitors or enhancers) of MEK5 binding to human MEKK3 PB1 domain; AID 1529; Q99759; bead-based flow cytometry, Alexa488-MEK5 binding to MEKK3; actives lie on both sides; 0 = blocked by unlabeled MEK5, 100 = vehicle; binding response (% of control), % at 10 µM; actives 1.4% (n = 290,000);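 active means binding response more than 3 SD above or below the average of its plate-row segment, actives on both sides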;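 further: Alexa488 bead fluorescence after subtracting the streptavidin-only scavenger bead signal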
FID counter – displaces DNA intercalator in HCV helicase counter-screen; actives 0.17% (n = 290,000); inhibition, % at 7.9 µM; DNA fluorescent intercalator displacement, fluorescence; in the data active means inhibition above about 37%;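 further: 0% = vehicle and 100% = reference compound; higher means more ethidium bromide displaced from hairpin DNA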
OXTR ag – human OXTR agonism; CHO-OTR cells, Fluo-8 calcium fluorescence; normalized: DMSO 0%, oxytocin 100%; actives 0.32% (n = 320,000); activation, % at 3 µM; AID 2435; P30559;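 active means activation above the mean of all tested compounds plus 3 SD, cutoff set per screening run, cut at about 20% in these data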;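 further: peak over basal fluorescence ratio from a 100 s FLIPR kinetic read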
Target sequence (P30559 whole entry, looked up): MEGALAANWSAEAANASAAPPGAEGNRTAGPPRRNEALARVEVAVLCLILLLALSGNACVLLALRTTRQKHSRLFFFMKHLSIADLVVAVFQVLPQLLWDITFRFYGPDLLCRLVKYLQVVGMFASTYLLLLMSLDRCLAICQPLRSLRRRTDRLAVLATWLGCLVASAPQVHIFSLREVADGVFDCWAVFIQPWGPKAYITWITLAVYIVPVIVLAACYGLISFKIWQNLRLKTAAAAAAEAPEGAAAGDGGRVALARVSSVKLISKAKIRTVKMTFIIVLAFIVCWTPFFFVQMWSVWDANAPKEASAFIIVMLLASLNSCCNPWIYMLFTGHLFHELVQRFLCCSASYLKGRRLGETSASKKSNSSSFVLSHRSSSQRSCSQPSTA
NALP1 yeast inh – NALP1 inhibition | S. cerevisiae NALP1/ASC/caspase-1 growth, X-gal OD620, 72 h | inhibition, % at 10 µM | actives 0.61% (n = 280,000); in the data active means inhibition mostly above about 24%, no sharp cut-off; inactive means mostly below about 32%; further: some compounds called inactive have numbers as strong as hits
* hit, by the source's call. Rows were taken by chance. Share with any hit: about 6.2%.

What do the screens show for `CC1OC(OC2C(CO)OC(OC3C(CO)OC(O)C(O)C3O)C(O)C2O)C(O)C(O)C1N[C@@H]1C=C(CO)[C@@H](O)C(O)[C@H]1O` (stereo partly specified)?
PHOSPHO1 block: -16; MEKK2 mut-MEK5: 6; M18AAP inhibitor: 3; MEKK2 WT-MEK5: 108; GPR7 antag: -17; MEKK3 PB1 HTS: 102; FID counter: 2; OXTR ag: -0.2; NALP1 yeast inh: 13

How did Cc1cccc(C)c1Nc1nnc(SCC(=O)NC2CCS(=O)(=O)C2)s1 (stereo unspecified) do in these assays?
PHOSPHO1 block: -26; MEKK2 mut-MEK5: -2; M18AAP inhibitor: -6; MEKK2 WT-MEK5: 104; GPR7 antag: -8; MEKK3 PB1 HTS: 103; FID counter: -2; OXTR ag: 0.2; NALP1 yeast inh: 27

What do the screens show for `Cc1c(NC(=O)Nc2ccccc2C(F)(F)F)c(=O)n(-c2ccccc2)n1C`?
PHOSPHO1 block: 23; MEKK2 mut-MEK5: 3; M18AAP inhibitor: -14; MEKK2 WT-MEK5: 99; GPR7 antag: 19; MEKK3 PB1 HTS: 102; FID counter: -5; OXTR ag: -0.4; NALP1 yeast inh: 12

What do the screens show for `Cc1cc(NC(=O)CSc2nc(N)c(NC(=O)c3ccco3)c(=O)[nH]2)no1`?
PHOSPHO1 block: 22; MEKK2 mut-MEK5: -3; M18AAP inhibitor: 19; MEKK2 WT-MEK5: 97; GPR7 antag: -3; MEKK3 PB1 HTS: 98; FID counter: -5; OXTR ag: 0.7

What do the screens show for `CCOC(=O)C1=C(COc2ccccc2)NC(=O)NC1c1ccc2ccccc2c1` (stereo unspecified)?
MEKK2 mut-MEK5: 8; MEKK2 WT-MEK5: 105; MEKK3 PB1 HTS: 108; OXTR ag: 0.0

Results for COc1ccc(-c2c(C#N)c(SCC(=O)Nc3ccccc3)nc3c2CCCC3)cc1 ?
MEKK2 mut-MEK5: 3; M18AAP inhibitor: 1; MEKK2 WT-MEK5: 102; GPR7 antag: 16; MEKK3 PB1 HTS: 104; FID counter: 0; OXTR ag: -0.6

How did Cc1nc(-c2ccc(F)cc2)c(CC(=O)Nc2ccc(C)c(S(=O)(=O)N3CCOCC3)c2)s1 do in these assays?
PHOSPHO1 block: 48; MEKK2 mut-MEK5: -1; M18AAP inhibitor: 3; MEKK2 WT-MEK5: 100; GPR7 antag: 10; MEKK3 PB1 HTS: 97; FID counter: -26; OXTR ag: -1.3; NALP1 yeast inh: 21

Results for CC1(C(=O)NC2CCCC2)CCC(=O)N1Cc1ccc2c(c1)OCO2 (stereo unspecified) ?
PHOSPHO1 block: 18; MEKK2 mut-MEK5: 8; M18AAP inhibitor: 3; MEKK2 WT-MEK5: 102; GPR7 antag: 4; MEKK3 PB1 HTS: 100; FID counter: 0; OXTR ag: 0.8; NALP1 yeast inh: 2

How did CCCOc1ccc(N2C(=O)CC(N(CCc3ccc(OC)c(OC)c3)C(=S)Nc3ccccc3)C2=O)cc1 (stereo unspecified) do in these assays?
PHOSPHO1 block: 4; MEKK2 mut-MEK5: -4; M18AAP inhibitor: -4; MEKK2 WT-MEK5: 102; GPR7 antag: 15; MEKK3 PB1 HTS: 93; FID counter: -2; OXTR ag: -1.1; NALP1 yeast inh: 7

What do the screens show for `N#Cc1nc(COc2ccc(F)cc2)oc1N1CCC(Cc2ccccc2)CC1`?
PHOSPHO1 block: -19; M18AAP inhibitor: 6; GPR7 antag: 30*; FID counter: -13; OXTR ag: 2.7; NALP1 yeast inh: 28

How did N#Cc1cccc(CN2CCC(=O)N([C@H](CO)c3ccccc3)CC2)c1 do in these assays?
PHOSPHO1 block: -19; MEKK2 mut-MEK5: 2; M18AAP inhibitor: -12; MEKK2 WT-MEK5: 97; GPR7 antag: -6; MEKK3 PB1 HTS: 100; FID counter: -21; OXTR ag: -0.6; NALP1 yeast inh: 16

What do the screens show for `COCc1cc(C)nc(OC)c1C(N)=O`?
PHOSPHO1 block: -23; MEKK2 mut-MEK5: 0; M18AAP inhibitor: -11; MEKK2 WT-MEK5: 101; GPR7 antag: -7; MEKK3 PB1 HTS: 101; FID counter: 4; OXTR ag: 0.4; NALP1 yeast inh: 7

How did O=C(NC(NC(=S)Nc1ccccc1C(=O)O)C(Cl)(Cl)Cl)c1ccccc1 (stereo unspecified) do in these assays?
PHOSPHO1 block: 16; MEKK2 mut-MEK5: -2; M18AAP inhibitor: 4; MEKK2 WT-MEK5: 94; GPR7 antag: 0; MEKK3 PB1 HTS: 97; FID counter: -2; OXTR ag: -0.2; NALP1 yeast inh: 10

What do the screens show for `COc1ccc(N(CC(=O)NC(C)(C)C)C(=O)CCC(=O)Nc2nccs2)cc1`?
PHOSPHO1 block: 13; MEKK2 mut-MEK5: 1; M18AAP inhibitor: -15; MEKK2 WT-MEK5: 99; GPR7 antag: 0; MEKK3 PB1 HTS: 99; FID counter: -27; OXTR ag: 0.7; NALP1 yeast inh: 18

What do the screens show for `CSc1ccc(CN(C)CC(=O)NCc2ccccc2)cc1`?
PHOSPHO1 block: -10; MEKK2 mut-MEK5: 5; M18AAP inhibitor: 2; MEKK2 WT-MEK5: 103; GPR7 antag: -5; MEKK3 PB1 HTS: 101; FID counter: -3; OXTR ag: 0.3; NALP1 yeast inh: 4

What do the screens show for `COc1ccc(C(=O)Nc2cc(C(=O)O)cc(C(=O)O)c2)cc1Cl`?
PHOSPHO1 block: 15; MEKK2 mut-MEK5: -2; M18AAP inhibitor: -6; MEKK2 WT-MEK5: 101; GPR7 antag: -11; MEKK3 PB1 HTS: 100; FID counter: 5; OXTR ag: -0.7; NALP1 yeast inh: 6

How did CCn1c(=O)c(=O)[nH]c2cc(C(=O)N3CCN(Cc4ccc5c(c4)OCO5)CC3)ccc21 do in these assays?
PHOSPHO1 block: 49; MEKK2 mut-MEK5: 2; M18AAP inhibitor: 0; MEKK2 WT-MEK5: 98; GPR7 antag: 20; MEKK3 PB1 HTS: 101; FID counter: -4; OXTR ag: 0.3; NALP1 yeast inh: 12

Results for CC(=O)N1CCc2cc(S(=O)(=O)N3CCc4ccccc43)ccc21 ?
PHOSPHO1 block: -43; MEKK2 mut-MEK5: 7; M18AAP inhibitor: 5; MEKK2 WT-MEK5: 104; GPR7 antag: -18; MEKK3 PB1 HTS: 104; FID counter: -23; OXTR ag: 13; NALP1 yeast inh: 6

How did COc1ccc(CN2CCN(c3cccc(C)c3C)CC2)cc1OC do in these assays?
PHOSPHO1 block: 14; MEKK2 mut-MEK5: 0; M18AAP inhibitor: -6; MEKK2 WT-MEK5: 104; GPR7 antag: 0; MEKK3 PB1 HTS: 101; FID counter: 13; OXTR ag: -1.1; NALP1 yeast inh: 34

What do the screens show for `O=c1c2ccccc2nc2c3ccccc3c(NCCO)nn12`?
PHOSPHO1 block: -3; MEKK2 mut-MEK5: 4; M18AAP inhibitor: -4; MEKK2 WT-MEK5: 104; GPR7 antag: -12; MEKK3 PB1 HTS: 102; FID counter: -2; OXTR ag: -0.1; NALP1 yeast inh: 18

How did Cn1c(=O)n(C)c2cc(NC(=O)c3ccc(F)cc3)ccc21 do in these assays?
MEKK2 mut-MEK5: 5; M18AAP inhibitor: -4; MEKK2 WT-MEK5: 110; GPR7 antag: -12; MEKK3 PB1 HTS: 107; FID counter: -1; OXTR ag: -0.2; NALP1 yeast inh: 3

Results for CCn1c(COc2ccc(C)cc2)nnc1SCc1nc2ccccc2[nH]1 ?
PHOSPHO1 block: 94*; MEKK2 mut-MEK5: 3; M18AAP inhibitor: -4; MEKK2 WT-MEK5: 111; GPR7 antag: 1; MEKK3 PB1 HTS: 101; FID counter: -18; OXTR ag: 4.2; NALP1 yeast inh: 7

What do the screens show for `CCCN(CCC)C(=O)Cn1c(=O)n(CCCC(=O)NCc2ccco2)c(=O)c2sccc21`?
PHOSPHO1 block: -16; MEKK2 mut-MEK5: -3; M18AAP inhibitor: 7; MEKK2 WT-MEK5: 92; GPR7 antag: -2; MEKK3 PB1 HTS: 97; FID counter: -19; OXTR ag: -0.6; NALP1 yeast inh: 9

How did Cc1sc(-n2c(C)cc(C=O)c2C)c(C(=O)O)c1C do in these assays?
PHOSPHO1 block: 16; MEKK2 mut-MEK5: -4; M18AAP inhibitor: 13; MEKK2 WT-MEK5: 98; GPR7 antag: 5; MEKK3 PB1 HTS: 101; FID counter: -8; OXTR ag: -0.2; NALP1 yeast inh: 8

Results for COc1ccccc1CNC(=O)COc1ccc(C)nc1[N+](=O)[O-] ?
PHOSPHO1 block: 12; MEKK2 mut-MEK5: -10; M18AAP inhibitor: 0; MEKK2 WT-MEK5: 89; GPR7 antag: 26*; MEKK3 PB1 HTS: 94; FID counter: -6; OXTR ag: 0.4; NALP1 yeast inh: -5

How did Cc1ccc2c(c1)C(=O)CCN2 do in these assays?
PHOSPHO1 block: -4; MEKK2 mut-MEK5: -3; M18AAP inhibitor: 2; MEKK2 WT-MEK5: 94; GPR7 antag: -10; MEKK3 PB1 HTS: 93; FID counter: -1; OXTR ag: 0.2; NALP1 yeast inh: 14

Results for CCC(=O)Nc1nc2c(s1)COc1ccccc1-2 ?
PHOSPHO1 block: 6; MEKK2 mut-MEK5: 9; M18AAP inhibitor: -7; MEKK2 WT-MEK5: 109; GPR7 antag: -5; MEKK3 PB1 HTS: 107; FID counter: -4; OXTR ag: -1.5; NALP1 yeast inh: 44

How did CCn1cc(C(=O)N[C@@H](C)C(=O)NCCCN2CCOCC2)c(=O)c2cc3c(cc21)OCO3 do in these assays?
PHOSPHO1 block: 12; MEKK2 mut-MEK5: -2; M18AAP inhibitor: -2; MEKK2 WT-MEK5: 102; GPR7 antag: 3; MEKK3 PB1 HTS: 106; FID counter: -4; OXTR ag: -0.6; NALP1 yeast inh: 5

Results for O=C(N/N=C/c1cn(-c2ccccc2)nc1-c1cc2ccccc2o1)c1ccncc1 ?
PHOSPHO1 block: 16; MEKK2 mut-MEK5: -2; M18AAP inhibitor: -12; MEKK2 WT-MEK5: 94; GPR7 antag: 11; MEKK3 PB1 HTS: 91; FID counter: -9; OXTR ag: -1.9; NALP1 yeast inh: 28

How did COc1ccc(CN2C(=O)CSC2c2ccncc2)cc1 (stereo unspecified) do in these assays?
PHOSPHO1 block: 17; MEKK2 mut-MEK5: -1; M18AAP inhibitor: 3; MEKK2 WT-MEK5: 101; GPR7 antag: -1; MEKK3 PB1 HTS: 97; FID counter: -4; OXTR ag: 0.5; NALP1 yeast inh: 1

What do the screens show for `c1ccc(CNc2ncnc3scc(-c4cccs4)c23)nc1`?
PHOSPHO1 block: -28; MEKK2 mut-MEK5: -8; M18AAP inhibitor: 0; MEKK2 WT-MEK5: 91; GPR7 antag: -4; MEKK3 PB1 HTS: 93; FID counter: -11; OXTR ag: 8.5; NALP1 yeast inh: -20

Sorted by SMILES length (rising): some entries from above
Results for CCC(=O)Nc1nc2c(s1)COc1ccccc1-2 ?
PHOSPHO1 block: 6; MEKK2 mut-MEK5: 9; M18AAP inhibitor: -7; MEKK2 WT-MEK5: 109; GPR7 antag: -5; MEKK3 PB1 HTS: 107; FID counter: -4; OXTR ag: -1.5; NALP1 yeast inh: 44

What do the screens show for `c1ccc(CNc2ncnc3scc(-c4cccs4)c23)nc1`?
PHOSPHO1 block: -28; MEKK2 mut-MEK5: -8; M18AAP inhibitor: 0; MEKK2 WT-MEK5: 91; GPR7 antag: -4; MEKK3 PB1 HTS: 93; FID counter: -11; OXTR ag: 8.5; NALP1 yeast inh: -20

How did CCn1cc(C(=O)N[C@@H](C)C(=O)NCCCN2CCOCC2)c(=O)c2cc3c(cc21)OCO3 do in these assays?
PHOSPHO1 block: 12; MEKK2 mut-MEK5: -2; M18AAP inhibitor: -2; MEKK2 WT-MEK5: 102; GPR7 antag: 3; MEKK3 PB1 HTS: 106; FID counter: -4; OXTR ag: -0.6; NALP1 yeast inh: 5

Source: PubChem
